# From PubChem
# ARNT TACC3 PPI – disruptors of ARNT/TACC3 protein interaction, primary screen, biochemical, AlphaScreen, single concentration; inhibition, % at 9.99 µM; Transforming acidic coiled-coil-containing protein 3 (Homo sapiens), Q9Y6A5; AlphaScreen His-ARNT PAS-B/GST-TACC3 binding, luminescence; TACC3 fragment carries E629A point mutation; 390,000 tested, 0.66% active;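 active = mean inhibition of replicates at least 50% and at least half of replicates each reaching 50%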;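 note: 0% = complete ARNT plus TACC3 wells and 100% = ARNT alone without TACC3; many hits fall short of the cut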
# Starred values were filed as active, the others as inactive.
SMILES,ARNT TACC3 PPI
CC(=NNC(=S)N1CCN(c2ccccn2)CC1)c1nccs1,66*
Cc1ccc(CN2C(=O)CCC2C(=O)NCc2ccc(F)cc2)cc1 (stereo unspecified),-6
O=C(Nc1ccc2c(c1)OCO2)C1COc2ccccc2O1 (stereo unspecified),-9
CCOC(=O)c1c(NC(=O)c2ccc(-n3cnnn3)cc2)sc2c1CCCC2,-1
O=C(CN1C2CCC1CC(NC(=O)NC1CCCCC1)C2)NC1CC1 (stereo unspecified),-5
COC(=O)C1=C(C)N(c2ccc(C)c(C)c2)/C(=C/c2ccco2)C1=O,-6
O=c1/c(=C/c2ccccn2)sc2nc3ccccc3n12,9
COc1cc(Cl)c(C)cc1NC(=O)COC(=O)/C=C/c1c(C)nn(C2CCS(=O)(=O)C2)c1Cl (stereo unspecified),-1
Cc1cccc(OCCCC(=O)O)c1C,0
COc1ccc(C(=O)N2CCCC(c3nc(-c4ccc(OC)c(OC)c4)no3)C2)c(OC)c1 (stereo unspecified),19
Cc1csc(NC(=O)Cc2coc3cc(C)c(C(C)C)cc23)n1,-1
Cc1nc2ccccc2c(=O)n1/N=C/c1c(O)ccc2oc3c(c12)CCCC3,5
CCOC(=O)c1c(/N=C/c2cccc(C)c2O)sc2c1CCN(C)C2,17
COC(=O)c1cc2sccc2n1CC(=O)Nc1cccc(SC)c1,-21
CC1CCN(Cc2c(O)ccc3c2O/C(=C\c2ccco2)C3=O)CC1,-5
CC(=O)c1c(C)nc2cc(Cl)ccc2c1N,2
CC(C)(C)c1csc(NC(=O)Cn2cnc3ccccc3c2=O)n1,-6
CN=C1c2c(-c3ccccc3)c3cc(OC)ccc3n2CCN1C,-2
COc1ccc2c(C(=O)CN(C)C3CCCCC3)c[nH]c2c1,4
CC(=O)Nc1ccc(OC(=O)CC2SC(=O)NC2=O)cc1 (stereo unspecified),1
COc1cccc(/C=N/NC(=O)c2ccncc2)c1OC(=O)c1ccc(Br)cc1,17
CCC(c1nnnn1Cc1ccccc1)N(Cc1cc2cc(OC)ccc2[nH]c1=O)CC1CCCO1 (stereo unspecified),-2
O=C(Nc1nccs1)NC(C(F)(F)F)C(F)(F)F,19
Cc1ccc(S(=O)(=O)Nc2ccccc2/C=N/c2nc3ccccc3n2C)cc1,-1
O=c1c(-c2nc3ccccc3s2)cccn1Cc1ccc(Cl)c(Cl)c1,-6
O=C(CSc1nc(O)cc(=O)n1-c1ccccc1)NC1CCCCC1,3
O=[N+]([O-])c1ccc(-c2cnc(SCc3ccccc3Cl)[nH]2)cc1,19
CCNC(=O)NC(=O)CSc1nc2ccccc2n1CC(C)C,7
C=CCSc1nc2ccccc2c2nc(-c3ccccc3)nn12,1
COc1cc2c(cc1OC)-c1cc(NC3CC3)nc(=O)n1CC2,53*
O=C(Nc1ccc(Cl)cc1)C1=Cc2cc(Cl)ccc2OC1,-10
COC(=O)C1=C(N)c2c(F)cccc2C1(C#N)c1ccccc1 (stereo unspecified),-5
CN(C)S(=O)(=O)c1ccc2c(c1)nc1n2CCC1,2
CCN(CC)CCCN(Cc1cc2cc3c(cc2[nH]c1=O)OCO3)C(=O)Nc1ccccc1OC,11
CCCS(=O)(=O)N1CCCC(C(=O)NCc2ccc(C)cc2)C1 (stereo unspecified),4
O=C1CC(Nc2ccc3ccccc3c2)C(=O)N1Cc1ccccc1 (stereo unspecified),-4

# Rewritten bar-delimited: 2 of the compounds above
Structure | ARNT TACC3 PPI
CCNC(=O)NC(=O)CSc1nc2ccccc2n1CC(C)C | 7
O=C(Nc1nccs1)NC(C(F)(F)F)C(F)(F)F | 19

# 23 compounds from above, sorted by molar mass, ascending:
SMILES,ARNT TACC3 PPI
CC(=O)c1c(C)nc2cc(Cl)ccc2c1N,2
CN(C)S(=O)(=O)c1ccc2c(c1)nc1n2CCC1,2
COc1ccc2c(C(=O)CN(C)C3CCCCC3)c[nH]c2c1,4
CC(=O)Nc1ccc(OC(=O)CC2SC(=O)NC2=O)cc1 (stereo unspecified),1
COc1cc2c(cc1OC)-c1cc(NC3CC3)nc(=O)n1CC2,53*
C=CCSc1nc2ccccc2c2nc(-c3ccccc3)nn12,1
CN=C1c2c(-c3ccccc3)c3cc(OC)ccc3n2CCN1C,-2
O=C(Nc1ccc(Cl)cc1)C1=Cc2cc(Cl)ccc2OC1,-10
Cc1csc(NC(=O)Cc2coc3cc(C)c(C(C)C)cc23)n1,-1
O=C1CC(Nc2ccc3ccccc3c2)C(=O)N1Cc1ccccc1 (stereo unspecified),-4
CCNC(=O)NC(=O)CSc1nc2ccccc2n1CC(C)C,7
COC(=O)C1=C(C)N(c2ccc(C)c(C)c2)/C(=C/c2ccco2)C1=O,-6
Cc1ccc(CN2C(=O)CCC2C(=O)NCc2ccc(F)cc2)cc1 (stereo unspecified),-6
CC(C)(C)c1csc(NC(=O)Cn2cnc3ccccc3c2=O)n1,-6
O=C(CN1C2CCC1CC(NC(=O)NC1CCCCC1)C2)NC1CC1 (stereo unspecified),-5
CCOC(=O)c1c(/N=C/c2cccc(C)c2O)sc2c1CCN(C)C2,17
COC(=O)c1cc2sccc2n1CC(=O)Nc1cccc(SC)c1,-21
O=c1c(-c2nc3ccccc3s2)cccn1Cc1ccc(Cl)c(Cl)c1,-6
CCOC(=O)c1c(NC(=O)c2ccc(-n3cnnn3)cc2)sc2c1CCCC2,-1
COc1ccc(C(=O)N2CCCC(c3nc(-c4ccc(OC)c(OC)c4)no3)C2)c(OC)c1 (stereo unspecified),19
COc1cccc(/C=N/NC(=O)c2ccncc2)c1OC(=O)c1ccc(Br)cc1,17
CCC(c1nnnn1Cc1ccccc1)N(Cc1cc2cc(OC)ccc2[nH]c1=O)CC1CCCO1 (stereo unspecified),-2
COc1cc(Cl)c(C)cc1NC(=O)COC(=O)/C=C/c1c(C)nn(C2CCS(=O)(=O)C2)c1Cl (stereo unspecified),-1

# Next part:
SMILES,ARNT TACC3 PPI
O=[N+]([O-])c1ccc(N=NNc2ccccc2)cc1,-3
Cc1ccc(C(=O)O)cc1N=Cc1cc(Br)cc(Br)c1O,-4
COc1cccc(C(=O)N(CN2CCCC2=O)c2cccc(Cl)c2)c1,-4
Cc1onc(-c2c(Cl)cccc2Cl)c1C(=O)Nc1c(C)n(C)n(-c2ccccc2)c1=O,-8
COC(=O)c1cc2c(C)c(C)c3ccccn3c-2c1C(=O)OC,17
COc1ccccc1C(=O)Nc1ccc(NC(=O)c2ccco2)c(C)c1,-2
CC1CCCCN1CC(=O)Nc1sc2c(c1C#N)CCC2 (stereo unspecified),-2
COc1ccc(Cl)cc1NC(=O)CN1CCC(n2nnc3cc(C)ccc32)CC1,3
CCN(CC)C(=O)/C(=C\c1ccc(Br)cc1)NC(=O)c1ccccc1OC,6
CC(C)CN1C(=S)SC(C)(C)C1n1oc(=O)n(-c2ccc(Cl)cc2)c1=O (stereo unspecified),-5
COCC(C)n1c(C)cc(C(=O)COC(=O)c2n[nH]c3ccccc23)c1C (stereo unspecified),-4
COC(=O)c1[nH]c2ccc(C)cc2c1NC(=O)CN1CCCc2ccccc21,5
CCN1CCN(c2ncc3c(n2)CC(c2cc(OC)c(OC)c(OC)c2)CC3=O)CC1 (stereo unspecified),4
CC(C)C(NC(=O)c1ccc(C(C)(C)C)cc1)C(=O)NC1=NCCS1 (stereo unspecified),6
O=C(NCc1ccco1)c1cc2ccccc2c(=O)o1,-2
CCOc1ccccc1NC(=O)N1C2CCCC1CC(NC(=O)C1CC1)C2 (stereo unspecified),-4
COc1cccc(/C=N/NC(=O)c2[nH]nc3c2CCc2ccccc2-3)c1O,-3
Fc1ccc(CO/N=C/C2=C(Cl)c3ccccc3CC2)cc1,21
COc1ccc(C(NC(=O)c2ccc(-c3ccccc3)cc2)c2ccccc2)cc1 (stereo unspecified),-9
COc1cc(Cl)c(S(=O)(=O)NCc2ccccn2)cc1Cl,-6
Cc1ccc(NC(=O)COC(=O)CC2CCCC2)cc1Cl,-3
COc1ccc(OCc2nnnn2-c2ccccc2)cc1,2
O=C(O/N=C\c1ccc(N2CCOCC2)c([N+](=O)[O-])c1)c1ccccc1Cl,-1
COc1cccc(CN2CCN(C(=O)c3ccco3)CC2)c1OC,-4
CCCCCOc1ccc(NC(=O)CCCC(=O)O)cc1,-3
COC(=O)c1ccc(CSc2nc3ccccc3c(=O)n2CC(C)C)o1,0
COc1ccc(OC)c(N=Cc2c(O)[nH]c3ccccc23)c1,-4
O=C(OCn1nnc2ccccc2c1=O)C1=COCCO1,-11
O=C(OCCCCN1C(=O)c2ccccc2C1=O)c1n[nH]c2ccccc12,4
O=C(O)c1ccccc1NS(=O)(=O)c1ccc(NN=Cc2ccc(F)cc2)c([N+](=O)[O-])c1,-25
Nc1c(C(=O)NCCc2ccccc2)nnn1Cc1ccccc1,1
CCN(CC)S(=O)(=O)N1CCC(C(=O)NCC2COc3ccccc3O2)CC1 (stereo unspecified),-2
O=C(CSc1nc(-c2ccccc2Cl)ns1)NCc1ccco1,-4
CC1=NN(c2ccc(Br)cc2)C(=O)/C1=C/c1cccs1,-10
O=C1CCCC(=NNC(=O)c2cc3ccccc3cc2O)C1,1
COc1cc2c(cc1NC(=S)Nc1cccc(C)c1)oc1ccccc12,3
O=c1cc(O)n(-c2ccc(F)cc2)c(=S)[nH]1,-4
O=C(Cn1c(C(F)(F)F)nc2ccccc21)Nc1ccccc1N1CCOCC1,4
CCOC(=O)CSc1nnc(N)s1,2
COc1ccccc1N1CCN(CCOc2c(OC)cccc2OC)CC1,-11
CC(=O)Nc1cc(N=Cc2ccc(O)cc2O)c(Cl)cc1Cl,-3
COc1cc2c3nnc(-c4ccc(F)cc4)c-3cn(Cc3cccc(F)c3)c2cc1OC,2
CCN(CC)CCCN(Cc1cc2ccc(C)c(C)c2[nH]c1=O)C(=O)NC1CCCCC1,-1
Cn1cc(/C=N/n2cnc3sc4c(c3c2=O)CCCC4)c2ccccc21,-10
CCCC(=O)Nc1c2c(nc3ccccc13)N(c1ccccc1)CC2,-3
CCN1CCN(C(C(=O)NC2CCCCC2)c2ccc(Cl)cc2)CC1 (stereo unspecified),-3
CCOc1ccc(NC(=O)NCCCn2c(C)nc3cc(C)c(C)cc32)cc1,-5
CCCCCc1c(C)nc(N2CCc3ccccc32)[nH]c1=O,-5
CC(=O)c1ccc2c(c1)Nc1ccccc1S2,-2
CC(C)(C)C(=O)Nc1nc(C2CCCN2S(=O)(=O)c2ccc(Cl)cc2)cs1 (stereo unspecified),25
Clc1ccc2c(NCc3ccco3)ncnc2c1,-5
O=C(NCc1ccco1)c1cnn2c(C(F)(F)F)cc(-c3ccco3)nc12,1
CCn1c(SCC(=O)Nc2oc(-c3ccccc3)c(-c3ccccc3)c2C#N)nnc1-c1ccco1,-6
CC(=O)c1c(C)[nH]c(C(=O)Nc2cc(C)cc(C)c2)c1C,-2
COc1ccc(Nc2ccnc3ccccc23)cc1,-61
CCOC(=O)N1CCC(n2c(SCC(=O)NCc3ccco3)nc3ccsc3c2=O)CC1,2
COc1ccc(NC(=O)C2CCCN2C(=O)NCc2ccccc2)cc1OC (stereo unspecified),-6
CCOC(=O)c1c(Nc2nc(C)c(C(=O)NC)s2)sc(C)c1C,-4
CCOC(=O)c1cc(-c2ccc(Cl)cc2)nc2c1c(C)nn2CCC#N,1
Cc1ccc2nc(NC(=O)c3ccco3)sc2c1,-1

# Carrying on.
SMILES,ARNT TACC3 PPI
COC(=O)C1=C(C)N=C2SCCC(=O)N2C1c1ccc(OC(=O)c2ccco2)cc1 (stereo unspecified),-1
O=C(Nc1nc2ccccc2[nH]1)c1ccc(Cl)c(S(=O)(=O)N2CCCC2)c1,25
O=C(c1ccccc1Oc1ccccc1)N1CCN(c2ccccc2)CC1,21
O=C(CSc1nnc(-c2ccc(F)cc2)o1)Nc1ccccc1N1CCOCC1,-2
c1cncc(Nc2nc(-c3cccnc3)cs2)c1,1
COc1ccc(NC(=O)c2ccccc2NC(=O)COc2ccccc2)cc1,-6
Cc1cccc(NC(=O)CSc2nnc(-c3ccco3)o2)c1,-4
Cc1nc(C)c(-c2csc(NCc3ccccc3)n2)s1,16
CC(Oc1cc(-c2ccccc2)cc2ccccc12)C(=O)N1CCOCC1 (stereo unspecified),-3
Cc1ccc(S(=O)(=O)N2CCN(C(C)C(=O)N3CCCc4ccccc43)CC2)cc1 (stereo unspecified),-3
Cc1ccc(-n2nnnc2-c2cnc(N3CCCC3)nc2C(F)(F)F)cc1,7
COC(=O)/C(C#N)=C1/C=Cc2ccccc2N1C,-10
N#Cc1c(N2CCN(C(=O)c3ccccc3Cl)CC2)nc(-c2ccccc2)c2c1CCCC2,-13
O=C(CCCOc1ccccc1)Nc1ccc(S(=O)(=O)Nc2ccccn2)cc1,16
CCN(CC)C(=S)Sc1c(-c2ccccc2)c2cc(Cl)ccc2[nH]c1=O,15
COCCCn1cc(C(=O)c2cc(OC)ccc2OCC(=O)Nc2cc(C)on2)cc(C#N)c1=O,-2
CN(C(=O)CSc1nnc(-c2ccncc2)n1Cc1ccccc1)C1CCS(=O)(=O)C1 (stereo unspecified),-4
CCOc1cc(C(C#N)N2CCOCC2)ccc1OC (stereo unspecified),-3
CN(C)c1ccc(/C=c2\sc3n(c2=O)CCCN=3)cc1,11
CCN(CC)S(=O)(=O)c1ccc(/C(O)=C(\C#N)c2nc3ccccc3n2C)cc1,6
COc1ccc(C2C(C(C)=O)=C(O)C(=O)N2c2cccnc2)cc1OC (stereo unspecified),-6
CC1C=CC=CC=CC=CC=CC=CC=CC(OC2OC(C)C(O)C(N)C2O)CC2OC(O)(CC(O)CC(O)C(O)CCC(O)CC(O)CC(=O)OC(C)C(C)C1O)CC(O)C2C(=O)O (stereo unspecified),-13
Cc1ccc(O)c(C2=NNC(O)(C(F)(F)F)C2)c1 (stereo unspecified),4
CCOc1ccc(OCC)c(NC(=O)C2CCN(S(=O)(=O)c3cccnc3)CC2)c1,1

# This is a subset. The share of hits here may be higher or lower than overall.
